Compound activity: PubChem BioAssay, Johns Hopkins Ion Channel Center
Kir21 block = inhibitors of mouse Kir2.1 inward-rectifier potassium channel; HEK293-Kir2.1, FluxOR thallium flux fluorescence; active compounds read low; B-score at 10 µM; 310,000 compounds, 0.85% hits; AID 1672;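 active means fluorescence ratio B-score at or below minus 3 SD of library scores, with starting-brightness B-score within 2 SD, cut at about -4.2 in these data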;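 further: channel flux triggered by added potassium and thallium sulfate stimulus; B-score of peak minus minimum fluorescence over baseline after thallium stimulus; more negative B-score means stronger Kir2.1 block with less thallium influx; some compounds called inactive have numbers as strong as hits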
Target sequence (P35561 whole entry, looked up): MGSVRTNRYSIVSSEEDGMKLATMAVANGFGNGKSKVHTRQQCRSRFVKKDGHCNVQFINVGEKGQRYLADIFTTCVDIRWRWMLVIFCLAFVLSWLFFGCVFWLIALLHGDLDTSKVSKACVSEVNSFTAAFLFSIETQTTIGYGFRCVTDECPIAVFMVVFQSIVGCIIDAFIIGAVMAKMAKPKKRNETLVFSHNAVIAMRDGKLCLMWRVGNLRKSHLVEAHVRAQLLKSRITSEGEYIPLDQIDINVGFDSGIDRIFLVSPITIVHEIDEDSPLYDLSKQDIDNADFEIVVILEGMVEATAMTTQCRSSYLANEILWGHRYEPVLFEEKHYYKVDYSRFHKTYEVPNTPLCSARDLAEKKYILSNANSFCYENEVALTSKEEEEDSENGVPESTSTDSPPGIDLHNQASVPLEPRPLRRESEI
KCNQ2 block = KCNQ2 channel blockers in CHO-K1 cells – cell-based, FluxOR thallium flux, B-score, primary screen (AID 2156) | B-score at 10 µM | 310,000 compounds, 1.1% hits | 20 min; active compounds read low | O88943;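 active means fluorescence ratio B-score at most minus 3 library SDs, with starting brightness B-score within 2 library SDs, cut at about -5.5 in these data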
Starred values were filed as active, the others as inactive; i = inactive; & = joins results of further samples. Outcome played no part in choosing rows (roughly 1.8% active in at least one column).

| Kir21 block | KCNQ2 block | smiles |
| --- | --- | --- |
| -0.85 | i | CCCC(C(=O)NCc1ccc(OC)cc1)N(Cc1ccco1)C(=O)c1snc(C(N)=O)c1N (stereo not drawn) |
| -1.5 | i | COC(=O)[C@]1(Cc2ccccc2)N[C@H](c2ccc(-c3cccc(Cl)c3)cc2)[C@@H]2C(=O)N(C)C(=O)[C@@H]21 |
| 0.86 | i | N#CC1(c2ccc(NC(=O)c3ccccc3)cc2)CCCC1 |
| 1.7 | i | CCC(C)(C)NC(=O)C(c1ccccn1)N(C(=O)c1csnn1)C1CCCCC1 (stereo not drawn) |
| 1.4 | i | CC(=O)NC(Cc1cccc(C)c1)C(=O)NC1CCN(C(=O)c2ccc([N+](=O)[O-])cc2)CC1 (stereo not drawn) |
| 0.1 | i | Cc1cccc2c1cnn2C(=O)CCC(=O)NCC(C)c1ccccc1 (stereo not drawn) |
| -0.72 | i | O=C(Cn1c(=O)n(CC2CCCO2)c(=O)c2ccccc21)N1CCN(c2ccccc2)CC1 (stereo not drawn) |
| 1.4 | i | O=C(N/N=C/c1ccc(O)cc1)NC12CC3CC(CC(C3)C1)C2 |
| 0.07 | i | O=c1oc2c(-c3cccc(F)c3)cc(O)cc2s1 |
| -1.9 | i | COc1ccc2[nH]c(=O)c(CN(CC3CCCO3)C(=O)Nc3ccc(F)cc3)cc2c1 (stereo not drawn) |
| -0.27 | i | Cc1cccc(-n2nc(C)c3c(C(=O)O)cc(-c4cccs4)nc32)c1 |
| 1.1 | i | CCc1nc(SCc2ccc(OC)cc2)n[nH]1 |
| 0.07 | i | O=C(NC1CCCCC1)C(c1ccccc1)N(Cc1cccnc1)C(=O)c1csnn1 (stereo not drawn) |
| -0.44 | i | Cc1ccc2cccc(NC(=O)C(F)(F)F)c2n1 |
| -0.92 | i | Cc1ccc(OCC(=O)NNC(=O)C2CCN(c3nccc(C)n3)CC2)cc1 |
| 3.3 | i | Cc1ccc(NC(=O)COc2ccc(C3SCCS3)cc2)cc1 |
| -0.82 | i | Cc1ccccc1NC(=O)Nc1c(C)n(C)n(-c2ccccc2)c1=O |
| -0.29 | i | NC(=O)C(Cc1ccccc1)NS(=O)(=O)c1ccc(N2CCCC2=O)cc1 (stereo not drawn) |
| 0.88 | i | Cc1[nH]c(N=Nc2ccccc2)nc1N=Nc1ccccc1 |
| -0.43 | i | CC(=O)c1cccc(NC(=O)Nc2ccc(C)cc2)c1 |
| 0.61 | i | O=C(N/C(=C\c1ccc([N+](=O)[O-])cc1)C(=O)N1CCOCC1)c1cccc(Br)c1 |
| 2.7 | i | CC(=O)c1ccc(Nc2ncnc3c2oc2ccccc23)cc1 |
| 0.26 | i | CC1CCCN(C2=C(Cl)C(=O)N(c3cccc(Cl)c3)C2=O)C1 (stereo not drawn) |
| 0.3&0.71 | i | Cc1ccc(C(O)(C(=O)NNc2ccc3ccccc3n2)c2ccc(C)cc2)cc1 |
| 0.97 | i | CC1(c2ccc(C#N)cc2)NC(=O)N(CC(=O)Nc2cc(S(=O)(=O)N3CCOCC3)ccc2Cl)C1=O (stereo not drawn) |
| 1.9 | i | Nc1c(O)ccc2c1C(=O)c1ccccc1C2=O |
| -2.2 | i | COc1ccc(CN2C(=NC(=O)C3CCCO3)SC3CS(=O)(=O)CC32)cc1 (stereo not drawn) |
| -0.08 | i | CCC(=O)N1CCN(c2ccccc2NC(=O)c2ccc(OC)c(Cl)c2)CC1 |
| -0.02 | i | Cc1c(O)ccc2c(O)c(NC(=O)c3ccc4c(c3)CCC(C)(C)O4)c(=O)oc12 |
| -1 | i | Cc1ccccc1N1CC(c2nc3ccccc3[nH]2)CC1=O (stereo not drawn) |
| 1.2 | i | CCCCN1C(=O)C(=O)N(CC(=O)Nc2cc(S(=O)(=O)N(C)C)ccc2C)C1=O |
| 1 | i | O=C1CC(c2cccc([N+](=O)[O-])c2)c2ccc3ccccc3c2N1 (stereo not drawn) |
| -0.03 | i | CC(C)(C)c1ccc(C2(C)NC(=O)NC2=O)cc1 (stereo not drawn) |
| -0.78 | i | CN(C)S(=O)(=O)c1cccc(NC(=O)C2Cc3ccccc3CN2C(=O)c2ccccc2)c1 (stereo not drawn) |
| -2.2 | i | CC(=O)N1c2ccc(S(=O)(=O)NCCc3ccccc3)cc2CC1C (stereo not drawn) |
| -1.1 | i | COc1ccc(NC(=O)CCCc2ccccc2)c(OC)c1 |
| 0.03 | i | O=C(C1=C[C@@H](c2csc3ccccc23)C[C@@H](OCCCCO)O1)N1CCN(Cc2ccc3c(c2)OCO3)CC1 |
| 1.4 | i | O=C(CC1NCCc2ccccc21)Nc1ccccc1Cl (stereo not drawn) |
| 0.68 | i | CSc1ccc(/C=C2\CCn3c2nc2cc(C(=O)O)ccc2c3=O)cc1 |
| -0.95 | i | CC(/C=N/n1c(-c2ccccn2)n[nH]c1=S)=C\c1ccccc1 |
| -0.01 | i | COCCN=C1NN=C(c2cc(C)n(CC3CCCO3)c2C)CS1 (stereo not drawn) |
| -0.91 | i | COc1ccccc1-c1ocnc1C(=O)N1CCN(C(=O)C(c2ccccc2)c2ccccc2)CC1 |
| -0.04 | i | COCCCN1C(=O)C(=O)/C(=C(/O)c2ccc(OC)cc2)C12C(=O)N(C)c1ccccc12 (stereo not drawn) |
| 1.1 | i | CC(=O)N1CCN(S(=O)(=O)c2ccc(S(=O)(=O)NC3CC3)cc2)CC1 |
| 0.57 | i | NS(=O)(=O)c1cc(C(=O)NCC2CCCCC2)ccc1Cl |
| 0.89 | i | CCSc1nnc(NC(=O)c2ccc(C)cc2)s1 |
| 1.3 | i | Cc1ccc(S(=O)(=O)N(C)C)cc1NC(=O)COC(=O)Cc1ccsc1 |
| -0.75 | i | CCOC(=O)c1sc(N(Cc2ccccc2)C(=O)CSc2nnc(C3CC3)n2N)nc1C |
| -0.93 | i | CC1(C)Cc2ccccc2-c2nnc(-c3ccccn3)n21 |
| 1.4 | i | CCOc1ccc(NC2OC(CO)C(O)C(O)C2O)c([N+](=O)[O-])c1 (stereo not drawn) |

Carrying on:
| Kir21 block | KCNQ2 block | smiles |
| --- | --- | --- |
| -1.3 | i | CCc1nc(OCc2ccccc2)c2sc3nc4c(cc3c2n1)COC(C)(C)C4 |
| 0.24 | i | CC1(C)N=C(/C=N/O)C=[N+]1[O-] |
| -2.7 | i | CC1Cc2ccccc2N1S(=O)(=O)c1cccs1 (stereo not drawn) |
| 0.04 | i | O=C(NCC1CCCO1)c1cc(-c2ccccc2)nc2ccccc12 (stereo not drawn) |
| -0.06 | i | COc1cc2c(cc1OC)CN(C(=O)c1ccc([N+](=O)[O-])o1)CC2 |
| -0.54 | i | CC(C)Cc1oc(C(=O)O)cc1CN |
| 0.5 | i | CN(C)c1oc(/C=C/c2ccccc2)nc1C#N |
| 1.1 | i | CCn1c(SCc2cccc(OC)c2)nc2ccccc2c1=O |
| 1.6 | i | CC(c1ccccc1)N1C(=O)c2ccccc2C1(O)Cc1ccccc1 (stereo not drawn) |
| 3.4 | i | CCCCCn1c(CCC(=O)Oc2ccccc2OC)nc2c1c(=O)[nH]c(=O)n2CCCC |
| -0.32 | i | COc1ccc(C(=O)C(=O)c2ccc(OCCO)cc2)cc1 |
| -0.34 | i | N#Cc1ccc(C23CC4(C2)[C@H](CN(Cc2ccc(-c5ccccc5)cc2)[C@@H]4c2ccccc2)C3c2ccccc2)cc1 (stereo partly drawn) |
| -0.48 | i | CCCc1ncc(CN2CCC(C(=O)Nc3cccc(-c4cscn4)c3)CC2)cn1 |
| 2.9 | i | Cc1nc(-c2cccnc2)sc1C(=O)Nc1ccc(C(F)(F)F)cc1 |
| 1.4 | i | Cc1cc(C)c(C)c(N=Nc2nc3ccccc3n2C)c1C |
| 2.2 | i | Cc1ccc(Cc2cnc(NC(=O)C3=NCCN3)s2)cc1 |
| 0.48 | i | Cc1csc(=O)n1CC(=O)OCc1nnc(-c2ccccc2)o1 |
| 0.77 | i | O=C(CSc1nc2ccccc2s1)N1c2ccccc2Sc2ccccc21 |
| 0.07 | i | COc1ccc(OCC(=O)N/N=C(\C)c2ccc(OC)cc2)cc1 |
| 0.12 | i | COc1ccc(NC(=O)[C@@H]2CCCN2C(=O)[C@@H]2Cc3ccccc3CN2C(=O)OC(C)(C)C)cc1 |
| 0.78 | i | O=c1c2ccccc2nc2n1C(CSc1ccc(F)cc1)CN2 (stereo not drawn) |
| -0.56 | i | COc1ccc(/C=C/C(=O)Nc2ccccc2)cc1OC |
| -0.17 | i | CN(C)S(=O)(=O)c1cccc(NC(=S)NC23CC4CC(CC(C4)C2)C3)c1 |
| 0 | i | N#CC1=C(N)S[C@H](C(=O)C23CC4CC(CC(C4)C2)C3)[C@H]1c1ccncc1 |
| 0.65 | i | COc1ccc(C2CC(O)(c3ccccc3)Oc3cc(OC)c(OC)c(OC)c32)cc1 (stereo not drawn) |

Random excerpt: 2 compounds from above.
| Kir21 block | KCNQ2 block | smiles |
| --- | --- | --- |
| 0.04 | i | O=C(NCC1CCCO1)c1cc(-c2ccccc2)nc2ccccc12 (stereo not drawn) |
| 1.6 | i | CC(c1ccccc1)N1C(=O)c2ccccc2C1(O)Cc1ccccc1 (stereo not drawn) |

Additional entries follow:
| Kir21 block | KCNQ2 block | smiles |
| --- | --- | --- |
| 1.2 | i | CCCOc1ccc(/C=N/Nc2ccccc2[N+](=O)[O-])c(O)c1 |
| -0.02 | i | CC(C)OC(=O)CSc1nnc(-c2ccccc2)n1N |
| -0.54 | i | Cc1ccc(S(=O)(=O)N2CCN(C(=O)c3ccco3)CC2)cc1 |
| -0.2 | i | O=C(CSc1ccccc1Cl)NC1CCCc2ccccc21 (stereo not drawn) |
| 2.3 | i | CCc1ccc(C(C)NC(=O)c2ncn[nH]2)cc1 (stereo not drawn) |
| -0.21 | i | CCCCOC(=O)c1[nH]c(C)c(C(=O)OC)c1C |
| 0.32 | i | CS(=O)(=O)N(CC(=O)NCc1ccco1)c1ccc2c(c1)OCO2 |
| 0.3 | i | O=C(OCc1ccccc1)N1CCOCCN(C(=O)OCc2ccccc2)CCOCC1 |
| -0.39 | i | Cc1ccc(N2CC(C(=O)Nc3ccc(S(=O)(=O)N4CCOCC4)cc3)CC2=O)cc1 (stereo not drawn) |
| 0.3 | i | NC(=O)CSc1oc(-c2ccco2)nc1S(=O)(=O)c1ccc(F)cc1 |
| -3.5 | i | Cc1ccc(NC(=O)CSc2nc3ccc(Nc4nc(N5CCOCC5)nc(N5CCOCC5)n4)cc3s2)cc1 |
| 0.14 | i | O=C(O)c1cccc(S(=O)(=O)N(Cc2ccccc2)c2cccc(C(F)(F)F)c2)c1 |
| 1.9 | i | COc1ccc(/C=C/C(=O)Nc2cc(C(F)(F)F)ccc2Cl)cc1 |
| -0.58 | i | CCOC(=O)N1CCC(NC(=O)CCCC(=O)O)CC1 |
| 0.04 | i | CCN1C(=O)c2cccc3c(S(=O)(=O)Nc4ccccc4O)ccc1c23 |
| 0.81 | i | O=C(CN1C(=O)CCS(=O)(=O)c2ccccc21)Nc1ccc(Cl)cc1 |
| -0.4 | i | Cc1nc(C)c(C(=O)NNS(=O)(=O)c2ccc3ccccc3c2)s1 |
| 1.7 | i | Cc1cc(-c2nnc(SCC(=O)c3ccc(Cl)cc3)o2)no1 |
| -0.02 | i | Cc1cccc(NC(=O)CN2C(=S)NC(C)(C)CC2C)c1 (stereo not drawn) |
| -0.97 | i | Cc1cccnc1NC(=O)c1ccc(S(=O)(=O)N2CCCCCC2)cc1 |
| -1.4 | i | Cc1ccc(NC(=O)CSc2nc3ccccc3nc2N2CCOCC2)cc1 |
| 1.3 | i | CSCCC(NC(=O)C1CC1)c1nc2ccccc2[nH]1 (stereo not drawn) |
| 0.01 | i | CCc1c(C)nc2c(-c3ccccc3OC)c(C)[nH]n2c1=O |
| 0.29 | i | Cc1cc(CC(C)C)n(-c2nc3ccccc3c(=O)n2OCC(=O)N(C)C)n1 |
| -1.4 | i | CCCCCCC(=O)N(O)C1CC(=O)N(c2ccc(C)cc2)C1=O (stereo not drawn) |

Whole records from above. Screens in order: Kir21 block, KCNQ2 block
CCCOc1ccc(/C=N/Nc2ccccc2[N+](=O)[O-])c(O)c1 reads 1.2, i
O=C(OCc1ccccc1)N1CCOCCN(C(=O)OCc2ccccc2)CCOCC1 reads 0.3, i
CCCCOC(=O)c1[nH]c(C)c(C(=O)OC)c1C reads -0.21, i
CC(C)OC(=O)CSc1nnc(-c2ccccc2)n1N reads -0.02, i

Going on with the list.
| Kir21 block | KCNQ2 block | smiles |
| --- | --- | --- |
| 1.6 | i | O=C(NCc1cn2ccsc2n1)c1cccs1 |
| 0.25 | i | CC(C)(C)c1ccc(OCCCn2ccnc2)cc1 |
| -2 | i | O=C(NCCCC1CCCC1)C1CCC(=O)N(Cc2cccc(C(F)(F)F)c2)C1 (stereo not drawn) |
| -1.8 | i | O=S(=O)(NCc1ccc2c(c1)OCO2)c1ccc2c(c1)oc1ccccc12 |
| 0.06 | i | CCOc1ccccc1NC(=O)c1nc(-c2ccccc2)oc1C |
| -0.12 | i | C=CCC1(CC=C)CCCN1C(=O)c1cc(COc2ccc(-n3cncn3)cc2)on1 |
| 0.36 | i | O=[N+]([O-])c1ccccc1/C=N\Nc1nccs1 |
| -1.8 | i | CC(C)COC(=O)NCC12C=CC(O1)C1C(=O)N(c3ccc(Cl)cc3)C(=O)C12 (stereo not drawn) |
| 0.25 | i | CNS(=O)(=O)c1ccc(NC(=O)Nc2ccc3c(c2)OCO3)cc1 |
| 1.4 | i | Nc1c(C(=O)Nn2cnnc2)cc([N+](=O)[O-])cc1[N+](=O)[O-] |
| 2.9 | i | COc1ccc(NC(=O)Nc2ccccc2C(N)=O)cc1OC |
| -0.76 | i | CCOC(=O)CN1C(=O)N(CC(=O)OCC)C(c2ccccc2)(c2ccccc2)C1=O |
| -1.6 | i | CC(C)CCNC(=O)C(c1ccco1)N(CC1CCCO1)C(=O)Cn1nnc2ccccc21 (stereo not drawn) |
| -0.04 | i | CCN(CCNC(=O)C1CCN(S(=O)(=O)CC)CC1)c1ccccc1 |
